Bioassay records from PubChem BioAssay.
proCasp7 act = counter-screen for procaspase-3 activators: activators of human procaspase-7. recombinant procaspase-7, Ac-DEVD-pNA absorbance 405 nm; D23A/D198A/D206A triple mutant, cannot self-cleave; scale: DMSO 0, 5 µM enzyme 100. activation, % at 8.5 µM. 330,000 compounds, 0.093% hits;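 active = percent activation above the screen-wide mean plus 3 SD, cut at about 25% in these data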
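signal = Epi-absorbance of released pNA at 405 nm, two timepoints | assay system = Uncleavable procaspase-7 mutant enzyme | reagent = Ac-DEVD-pNA substrate, 400 µM as added | times = 1 h enzyme–compound preincubation and 2 h substrate reaction, both 25 °C | benchmarks = low DMSO alone, high DMSO plus 5 µM PC-7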
AHR activator = human AHR activation; P35869; AHR-responsive luciferase reporter cells, luminescence; activation, % at 5 µM; 320,000 compounds, 2.5% hits; AID 2796; in the data active = activation above about 47%;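 note: 0% = vehicle wells and 100% = reference agonist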
Target sequence (P35869 whole entry, looked up): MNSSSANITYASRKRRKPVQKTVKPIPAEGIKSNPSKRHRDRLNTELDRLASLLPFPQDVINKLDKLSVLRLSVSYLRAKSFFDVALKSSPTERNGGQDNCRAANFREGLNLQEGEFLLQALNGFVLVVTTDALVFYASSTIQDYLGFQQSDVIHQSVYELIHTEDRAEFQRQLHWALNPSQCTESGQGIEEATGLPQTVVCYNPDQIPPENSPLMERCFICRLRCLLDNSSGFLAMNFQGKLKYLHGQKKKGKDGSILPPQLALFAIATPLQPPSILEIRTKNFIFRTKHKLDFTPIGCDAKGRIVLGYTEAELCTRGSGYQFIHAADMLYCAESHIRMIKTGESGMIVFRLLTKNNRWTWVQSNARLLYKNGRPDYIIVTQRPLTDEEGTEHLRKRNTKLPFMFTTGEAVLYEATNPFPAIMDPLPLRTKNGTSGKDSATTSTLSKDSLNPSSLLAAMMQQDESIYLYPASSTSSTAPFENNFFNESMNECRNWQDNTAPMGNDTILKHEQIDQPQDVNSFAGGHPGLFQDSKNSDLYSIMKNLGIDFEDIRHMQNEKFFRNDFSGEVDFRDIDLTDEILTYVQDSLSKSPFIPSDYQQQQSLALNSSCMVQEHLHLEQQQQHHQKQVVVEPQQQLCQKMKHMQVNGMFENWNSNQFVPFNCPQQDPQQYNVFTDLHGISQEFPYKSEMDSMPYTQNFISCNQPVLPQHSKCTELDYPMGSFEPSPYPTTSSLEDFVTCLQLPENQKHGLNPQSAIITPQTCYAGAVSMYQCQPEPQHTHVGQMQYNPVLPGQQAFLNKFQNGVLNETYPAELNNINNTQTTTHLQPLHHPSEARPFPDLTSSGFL
procasp3 activ = activates human procaspase-3; AID 463141; 330,000 compounds, 0.11% hits; activation, % at 8.5 µM; recombinant procaspase-3 D3A, Ac-DEVD-pNA absorbance 405 nm; P42574;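 active = activation above the mean of all tested compounds plus 3 SD, cut at about 21% in these data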;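 note: 0% = DMSO alone and 100% = DMSO wells spiked with extra 5 µM PC-3 D3A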
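Compound: 8.5 µM single point, 0.8% DMSO / Material: Autoprocessing-dead procaspase-3 D3A mutant enzyme / Timing: 1 h preincubation plus 2 h reaction at 25 °C / Medium: Zinc-free HEPES/NaCl buffer with 0.01% Triton X-100 at pH 7.4 / Technique: 405 nm absorbance of p-nitroaniline, reads at 0 and 120 min / Repeats: one well per compound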
RPL19A TOR yeast = yeast TOR pathway RPL19A-GFP modulation | S. cerevisiae RPL19A-GFP strain, flow cytometry, 3 h; active compounds read low | percent response vs DMSO, % at 10 µM | 330,000 compounds, 0.3% hits;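 active = percent response vs DMSO below 50%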;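 note: median channel GFP fluorescence of the barcoded RPL19A-GFP strain; ratio of sample median GFP to plate DMSO average so 100% = DMSO; lower means less RPL19A-GFP as with rapamycin TOR inhibition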
EBNA-1 inhibitor = blocks EBNA-1 binding to DNA; inhibition, % at 14.8 µM; EBNA-1 DNA binding, fluorescence polarization; AID 1950; 300,000 compounds, 0.34% hits; in the data active = inhibition above about 28%
ZTA counter = counter-screen for EBNA-1 inhibitors: inhibitors of Epstein-Barr virus ZTA | 320,000 compounds, 0.15% hits | inhibition, % at 11 µM | P03206 | AID 2234 | ZTA-DNA binding, fluorescence polarization; in the data active = inhibition above about 33%
LAP4 TOR yeast = yeast TOR pathway LAP4-GFP modulation | 320,000 compounds, 0.34% hits | S. cerevisiae LAP4-GFP multiplex, flow cytometry GFP, 3 h; median GFP as percent of DMSO wells | GFP response vs DMSO, % at 10 µM;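 active = GFP response vs DMSO above a set limit, about the screen mean plus 3 SD, cut at about 150% in these data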
MEP2-GFP yeast = yeast TOR pathway MEP2-GFP modulation; 330,000 compounds, 0.51% hits; AID 2016; GFP response vs DMSO, % at 10 µM; S. cerevisiae MEP2-GFP strain, flow cytometry GFP, 3 h; 100% = DMSO control level;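 active = GFP response versus DMSO above a set limit, roughly screen mean plus 3 SD, cut at about 180% in these data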;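 note: median GFP fluorescence of the barcode-gated MEP2-GFP cells per well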
An asterisk follows results filed as active; · = no result given.

canonical_smiles	proCasp7 act	AHR activator	procasp3 activ	RPL19A TOR yeast	EBNA-1 inhibitor	ZTA counter	LAP4 TOR yeast	MEP2-GFP yeast
N[C@@H](Cc1ccc(N(CCCl)CCCl)cc1)C(=O)O	16	0	0	107	4	3	113	103
COc1cc2c(cc1OC)C(C(=O)NCCC(C)C)C1CCCCN1C2=O (configuration not stated)	7	-1	3	102	8	-4	95	103
Cc1c(Oc2cc(NN3CCCCC3)c([N+](=O)[O-])cc2[N+](=O)[O-])cccc1[N+](=O)[O-]	-1	-1	10	101	6	31	105	107
N#CCCn1cc(C(=O)O)c(-c2cccc([N+](=O)[O-])c2)n1	5	1	1	96	8	11	93	92
O=C(Nc1ccc(Br)cc1)N1C[C@H]2C[C@@H](C1)c1cccc(=O)n1C2	-2	0	2	96	-6	-4	95	100
CCOC(=O)c1ccc(NC(=O)N2C[C@@H]3C[C@@H](C2)c2cccc(=O)n2C3)cc1	-3	0	5	99	16	14	103	105
CC1CC2(O)c3nonc3CCC2N1O (configuration not stated)	-10	0	6	103	-1	-9	113	100
CCOC(=O)C1(c2ccccc2)CCN(CCC(=O)Nc2ccccc2OC)CC1	5	1	-2	104	-19	-17	85	105
O=C1NC(=O)C(CCc2ccncc2)(CCc2ccncc2)C(=O)N1CCc1ccc(F)cc1	0	4	-2	99	3	16	95	98
COc1cc(C(=O)NC(=S)N2C[C@H]3C[C@H](C2)c2cccc(=O)n2C3)cc(OC)c1OC	1	-1	0	103	-11	-9	102	107

Carrying on:
canonical_smiles	proCasp7 act	AHR activator	procasp3 activ	RPL19A TOR yeast	EBNA-1 inhibitor	ZTA counter	LAP4 TOR yeast	MEP2-GFP yeast
CCn1c(=O)n(CC)c2cc([N+](=O)[O-])c(N3CCNCC3)cc21	5	0	-1	93	-4	-6	92	90
COC(=O)C1=C(c2cc3ccccc3s2)C[C@@H]2CC[C@H]1N2C(=O)NC(C)C	12	-2	8	100	-3	2	106	92
O=C(Cn1ccc2ccccc2c1=O)NCC(=O)N1CCC2(CC1)OCCO2	14	0	8	103	2	-7	116	100
O=c1[nH]c(=O)n(-c2cccc3ccccc23)c(O)c1C=NCCCn1ccnc1	5	1	-3	95	-2	9	93	105
Cn1c(O)c(C(=N)COc2cccc(Cl)c2)c(=O)n(C)c1=O	11	10	5	96	1	7	100	97
N=C1c2ccccc2CN1NC(=O)c1ccc(F)cc1	8	2	-2	102	-5	12	99	109
O=C(/C=C/c1ccccc1)c1c(O)n(CCc2ccccc2)c(=O)[nH]c1=O	7	21	-2	99	1	19	93	106
O=c1[nH]c(=S)n(-c2ccccc2F)c(O)c1C=NCCN1CCNCC1	-5	2	7	105	1	-16	98	104
Cc1c(C(=O)c2cccc3ccccc23)c2cccc3c2n1[C@H](CN1CCOCC1)CO3	-4	6	-4	102	-8	-9	119	94
NCC(O)c1ccc(O)cc1 (configuration not stated)	-4	-5	11	101	-1	-9	105	95

Further compounds:
canonical_smiles	proCasp7 act	AHR activator	procasp3 activ	RPL19A TOR yeast	EBNA-1 inhibitor	ZTA counter	LAP4 TOR yeast	MEP2-GFP yeast
CN(C)c1ccc(/C=C2/C(=O)NC(=O)N(Cc3ccco3)C2=O)cc1	-2	0	-13	99	0	11	98	104
CCCNS(=O)(=O)c1ccc(OCC(=O)N2CCN(Cc3ccccc3)CC2)cc1	5	2	-8	105	-2	10	99	102
Cc1cccc(Cn2cc(C=O)c3ccccc32)c1	16	-7	4	100	4	-3	111	107
C=CCN1C(=O)/C(=C/c2ccc(N3CCOCC3)o2)C(=O)NC1=S	-13	-1	-5	107	3	-2	105	119
COC(=O)C1=C(c2ccc(S(C)(=O)=O)cc2)C[C@@H]2CC[C@H]1N2C(=O)N1CCC(C)CC1	4	1	-6	97	6	10	105	94
OC1/C(=C/c2ccccc2C(F)(F)F)N2CCC1CC2 (configuration not stated)	9	9	1	99	-1	-5	114	97
Cc1c(C(=O)O)cccc1-n1c(C)cc(/C=C2\C(=O)NC(=O)N(c3ccc4c(c3)OCO4)C2=O)c1C	-8	3	1	94	-21	-3	100	103
O=C(N/N=C1/CN2CCC1CC2)c1cc2ccccc2cc1O	6	4	1	94	-18	4	96	97
COC(=O)C1=C(c2c(C)noc2C)C[C@@H]2CC[C@H]1N2C(=O)NC1CC1	-4	-2	4	92	·	6	102	96
O=C(c1cc(C(=O)NCc2ccccc2)c(=O)n(Cc2ccccc2)c1)c1cc(Cl)ccc1O	1	9	-9	104	6	-3	87	100

Other compounds follow:
canonical_smiles	proCasp7 act	AHR activator	procasp3 activ	RPL19A TOR yeast	EBNA-1 inhibitor	ZTA counter	LAP4 TOR yeast	MEP2-GFP yeast
CCOC(=O)c1c(C)n(Cc2ccco2)c2ccc(OC)cc12	5	8	3	103	3	-4	109	105
ClCCOCCCl	12	-1	8	96	·	-17	96	94
CN1C[C@H](CNC(=O)OCc2ccccc2)C[C@@H]2c3cccc4c3c(cn4C)C[C@H]21	14	2	3	98	6	8	109	102
CCS(=O)(=O)N1CCC(C(=O)N2CCC3(CC2)OCCO3)CC1	-3	-1	12	104	1	2	97	102
COc1ccc(-n2c(=O)[nH]c3ccccc3c2=O)c(OC)c1	-3	-1	-2	97	-7	-10	101	99
O=C1CN=C(c2cccc(Br)c2)c2cc(Br)ccc2N1	0	0	4	100	0	-16	102	105
OC(c1ccccc1)(c1ccccc1)C1CCNCC1	7	0	4	98	5	8	94	102
BrCC(Br)C1CCC(Br)C(Br)C1 (configuration not stated)	10	-1	7	103	·	-17	94	105
c1cncc(CNCCc2ccc3c(c2)OCO3)c1	-2	2	-3	99	-11	-10	89	103
CCC1(CC)C(=O)NC(=Nc2cccc(C(F)(F)F)c2)NC1=O	-2	-2	1	98	7	-3	105	101

Remaining list, next part
canonical_smiles	proCasp7 act	AHR activator	procasp3 activ	RPL19A TOR yeast	EBNA-1 inhibitor	ZTA counter	LAP4 TOR yeast	MEP2-GFP yeast
O=C1NC(=O)N(Cc2ccc(F)cc2)C(=O)/C1=C\c1ccoc1	-8	-2	-4	86	14	3	103	92
COc1cc(CC(C)N)c(OC)cc1I (configuration not stated)	2	0	9	103	4	-4	105	97
CN(C)C1(CNC(=O)c2ccc(NS(=O)(=O)c3ccc(Cl)c(Cl)c3)cc2)CCCCC1	0	2	-3	110	·	-5	107	106
COc1ccc(CC(C)NCCc2ccc(OC)c(OC)c2)cc1 (configuration not stated)	7	1	10	102	-5	26	92	111
COC(=O)C1=C(c2ccc(F)cc2OCc2ccccc2)C[C@@H]2CC[C@H]1N2C(=O)NCc1ccccc1C(F)(F)F	5	0	-4	94	·	3	102	96
Brc1ccc(Oc2ccc(Br)cc2Br)c(Br)c1	-2	-1	-4	97	·	3	98	91
Cn1cccc1CN1CCN(C(=O)COc2ccccc2)CC1	-16	1	0	102	10	-5	101	105
C=C1[C@H]2CC[C@H]3[C@]4(C)C[C@H](O[C@@H]5OC(CO)[C@@H](OSOOO)[C@H](OS(=O)(=O)O)[C@H]5OC(=O)CC(C)C)C[C@@H](C(=O)O)[C@H]4CC[C@]3(C2)[C@H]1O (some centres not stated)	0	-1	2	98	·	·	112	98
CCN1CCN(Cc2ccc(C)cc2)CC1	-4	1	-6	98	2	-3	103	106
Cc1ccc2cccc(OC(=O)N(C)c3ccccc3)c2n1	6	7	3	97	-12	-5	103	99

New compounds follow
canonical_smiles	proCasp7 act	AHR activator	procasp3 activ	RPL19A TOR yeast	EBNA-1 inhibitor	ZTA counter	LAP4 TOR yeast	MEP2-GFP yeast
CSc1ccccc1C(=O)C1CCCN(Cc2cccc(C)n2)C1 (configuration not stated)	-2	7	10	106	13	9	101	105
O=C(Nc1cccc(Cl)c1)N1C[C@H]2C[C@@H](C1)c1cccc(=O)n1C2	4	0	1	99	3	3	104	88
C/C(Cl)=C/CC1(CN2CCCC2=O)C(=O)NC(=O)NC1=O	1	1	-4	91	4	0	84	93
Fc1ccccc1CCNCc1ccccc1	1	5	-8	101	-1	3	105	101
CCC(=O)N1N=C2C3CCN(CC3)C2C1c1ccc(C)cc1 (configuration not stated)	-2	-2	2	101	-1	1	105	97
O=c1c(C=NCCN2CCNCC2)c(O)n(C2CCCCC2)c(=O)n1C1CCCCC1	1	0	9	103	0	6	95	106
CCCCCCn1c(N)c(C(=O)NCCN2CCOCC2)c2nc3ccccc3nc21	2	8	17	92	-2	9	91	102
CN(C)c1ccc2c(c1)N=C(c1ccco1)OP2(=S)N1CCOCC1 (configuration not stated)	-34	15	-21	108	9	10	94	98
Cc1ccn2nc(S(=O)(=O)Nc3c(F)cccc3F)nc2n1	4	0	3	101	5	13	96	106
O=c1cccc2n1CC1CNCC2C1 (configuration not stated)	8	-3	10	102	4	14	101	92

New compounds follow
canonical_smiles	proCasp7 act	AHR activator	procasp3 activ	RPL19A TOR yeast	EBNA-1 inhibitor	ZTA counter	LAP4 TOR yeast	MEP2-GFP yeast
CCOP(=O)(Oc1ccccc1)c1c([N+](=O)[O-])cc(C(F)(F)F)cc1[N+](=O)[O-] (configuration not stated)	4	0	1	101	8	8	100	94
O=c1cccc2n1CC1CC2CN(Cc2cccc(Cl)c2Cl)C1 (configuration not stated)	0	1	0	96	4	9	98	101
O=C(Nc1ccccc1)c1cccn(Cc2ccccc2)c1=O	6	4	2	91	11	2	94	100
CC(C)Oc1ccc(CCN)cc1Cl	11	-1	-6	103	23	9	104	112
CC(=O)Nc1ccccc1C(=O)OCC(=O)c1ccc2ccccc2c1	-4	-1	-11	99	1	-12	104	101
C=CCn1c(O)c(C=Nc2ccc(N(CC)CC)cc2)c(=O)[nH]c1=O	-8	14	-1	101	7	45*	94	107
c1ccc(C2CN3CCC2CC3)cc1 (configuration not stated)	1	0	16	99	6	6	111	105

An excerpt; count on the stated rates, not on these rows.
